# MITF TRPM1 HTS = activators of MITF-driven TRPM1 promoter reporter, primary screen, cell-based, SK-MEL-5, luciferase, single point. SK-MEL-5 TRPM1-promoter luciferase, 24 h; % of positive control, neutral wells = 0. activation, % at 12.5 µM. 300,000 compounds, 0.75% hits. AID 588334, 2011;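 active = mean activation of at least 80% with every replicate also reaching 80%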;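 note: 0% = neutral control wells and 100% = parthenolide positive control wells; values of inactives mirror those of a sister screen read the other way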
# SR-BI HDL uptake = inhibitors of SR-BI mediated HDL lipid uptake, primary screen, ldlA[mSR-BI] cells, fluorescence, single point | Scavenger receptor class B member 1 (Mus musculus), Q61009 | ldlA[mSR-BI] CHO cells, DiI-HDL uptake fluorescence, 3 h | inhibition, % at 12.5 µM | 320,000 compounds, 0.96% hits;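 active = mean replicate inhibition of at least 70% and a set share of replicates each scoring 70 or more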;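 note: 0% = median of neutral control wells and 100% = median of positive control wells; values of inactives mirror those of a sister screen read the other way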
# NSD2 HMT inh = NSD2 histone methyltransferase inhibitors, primary screen, biochemical, AlphaScreen, single concentration, set 2. AID 743445, 2014. NSD2 peptide methylation, 120 min. 310,000 compounds, 0.54% hits. inhibition, % at 12.5 µM; in the data active = inhibition above about 50%
# Target sequence (O96028 whole entry, looked up): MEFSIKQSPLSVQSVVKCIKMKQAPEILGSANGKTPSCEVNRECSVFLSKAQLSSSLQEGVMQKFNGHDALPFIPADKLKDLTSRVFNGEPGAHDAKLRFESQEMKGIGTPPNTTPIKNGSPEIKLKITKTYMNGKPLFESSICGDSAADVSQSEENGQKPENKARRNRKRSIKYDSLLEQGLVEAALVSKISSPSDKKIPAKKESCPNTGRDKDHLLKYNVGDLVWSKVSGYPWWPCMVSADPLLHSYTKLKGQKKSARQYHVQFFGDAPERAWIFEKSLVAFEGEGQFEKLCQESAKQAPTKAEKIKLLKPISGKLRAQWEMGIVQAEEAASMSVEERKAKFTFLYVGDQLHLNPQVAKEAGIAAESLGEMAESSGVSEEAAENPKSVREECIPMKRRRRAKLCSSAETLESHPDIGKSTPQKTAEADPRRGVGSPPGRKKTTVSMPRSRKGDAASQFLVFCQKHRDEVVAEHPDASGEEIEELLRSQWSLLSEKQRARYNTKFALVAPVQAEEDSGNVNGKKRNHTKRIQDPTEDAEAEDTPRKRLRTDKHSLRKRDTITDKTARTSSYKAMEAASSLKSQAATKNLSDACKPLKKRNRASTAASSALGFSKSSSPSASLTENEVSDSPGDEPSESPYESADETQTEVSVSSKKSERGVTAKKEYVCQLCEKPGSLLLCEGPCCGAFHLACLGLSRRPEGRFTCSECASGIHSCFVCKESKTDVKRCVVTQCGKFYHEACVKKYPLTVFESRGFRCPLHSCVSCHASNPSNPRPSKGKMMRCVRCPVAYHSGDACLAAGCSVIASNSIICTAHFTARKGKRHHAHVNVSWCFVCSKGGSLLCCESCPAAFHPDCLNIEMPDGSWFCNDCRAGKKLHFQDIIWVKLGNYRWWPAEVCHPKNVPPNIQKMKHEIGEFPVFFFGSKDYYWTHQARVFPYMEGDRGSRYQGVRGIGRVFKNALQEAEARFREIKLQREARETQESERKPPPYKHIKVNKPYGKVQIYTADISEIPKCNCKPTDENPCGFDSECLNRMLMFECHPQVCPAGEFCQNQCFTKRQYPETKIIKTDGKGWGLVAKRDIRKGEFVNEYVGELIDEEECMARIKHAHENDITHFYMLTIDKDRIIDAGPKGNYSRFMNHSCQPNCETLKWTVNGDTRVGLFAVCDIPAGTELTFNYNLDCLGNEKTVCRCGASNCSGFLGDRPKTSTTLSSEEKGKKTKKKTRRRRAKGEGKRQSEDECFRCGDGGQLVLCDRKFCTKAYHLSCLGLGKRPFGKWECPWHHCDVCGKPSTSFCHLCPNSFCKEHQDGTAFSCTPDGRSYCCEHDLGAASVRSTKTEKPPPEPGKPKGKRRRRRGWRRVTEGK
# Rtt109 Vps75 = inhibitors of C. albicans Rtt109/Vps75 HAT, primary screen, biochemical, ThioGlo CoA-SH fluorescence, plate reader; Histone acetyltransferase RTT109 (Candida albicans (strain SC5314 / ATCC MYA-2876)), …; purified Rtt109/Vps75, 4 h; inhibition, % at 34.9 µM; 330,000 compounds, 0.16% hits; AID 540336, 2011;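 active = inhibition of at least 50% in every replicate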
# CAL PDZ FP-1 = untagged CAL PDZ binding inhibitors, primary screen, biochemical, fluorescence polarization, HTS. inhibition, % at 24.9 µM. purified CAL PDZ, TMR-peptide fluorescence polarization, 1 h. 300,000 compounds, 0.92% hits. Golgi-associated PDZ and coiled-coil motif-containing protein (Homo sapiens), Q9HD26. AID 602252, 2012;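 active = mean inhibition of at least 30% with at least half of replicates also reaching 30%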;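 note: 0% = DMSO neutral control and 100% = excess unlabeled competitor peptide PRC23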
# SR-BI uptake up = activators of SR-BI mediated DiI-HDL uptake, primary screen, ldlA[mSR-BI] CHO cells, DiI fluorescence | AID 504775, 2011 | 320,000 compounds, 0.096% hits | 3 h; 100 = double the neutral-control signal | activation, % at 12.5 µM;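 active = mean replicate activation of at least 60% and every replicate at or above 60%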;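 note: 0% = median plate neutral-control signal and 100% = twice that signal; values of inactives mirror those of a sister screen read the other way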
#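 Material: SR-BI-overexpressing, LDLR-lacking CHO cells; schedule: compound exposure 3 h, 37 °C; reagent: DiI-labelled HDL at 10 µg/mL final; technique: bottom-read fluorescence, 550/595 nm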
# PfHsp90 set2 = growth inhibition of PfHsp90-expressing yeast, primary screen, antimalarial PfHsp90 inhibitor project, S. cerevisiae, BacTiter-Glo luminescence, single point, set 2 | BacTiter-Glo ATP, 48 h; yeast lacking PDR1 and PDR3 efflux regulators | inhibition, % at 9.4 µM | 310,000 compounds, 0.32% hits | AID 504621, 2011;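 active = every replicate shows inhibition above about 80%, whatever the replicate mean, limit read from the data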;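 note: 0% = DMSO neutral controls and 100% = 20 µM radicicol positive controls; yeast relying on Plasmodium falciparum Hsp90 in place of its own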
# CAL PDZ FP-2 = CAL PDZ peptide-binding inhibitors, primary screen, biochemical, fluorescence polarization, Cer-tagged CAL PDZ, HTS; inhibition, % at 20 µM; Golgi-associated PDZ and coiled-coil motif-containing protein (Homo sapiens), Q9HD26; AID 504414, 2011; purified CAL PDZ, TMR-peptide fluorescence polarization, 1 h; 330,000 compounds, 0.02% hits;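 active = highest replicate inhibition of at least 40%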;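 note: plate controls were DMSO neutral control wells for no effect and unlabeled competitor peptide control wells for full effect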
#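 material = purified tagged CAL PDZ domain construct (CerCALP) | buffer or medium = sodium phosphate/NaCl buffer pH 7.4 with TCEP, IgG, Thesit | reagent = TMR-labelled reporter peptide T*-PRC34 bound in PDZ groove | incubation = 1 h room-temperature incubation prior to read | measured by = fluorescence polarization (mP) | evaluation = percent inhibition from loss of millipolarization | control set = unlabelled peptide and DMSO controls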
# PvdQ acylase = P. aeruginosa PvdQ acylase inhibitors, primary screen, biochemical, fluorescence, plate reader and imaging, single point. purified PvdQ acylase. inhibition, % at 10 µM. 340,000 compounds, 0.063% hits; in the data active = inhibition above about 30%, passing the limit was not always enough;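 note: 0% = vehicle neutral wells and 100% = reference inhibitor wells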
# dFosB act = activators of delta FosB homodimer, primary screen, biochemical, fluorescence polarization, TAMRA-CDK5 oligo, single point | Protein FosB (Mus musculus), P13346 | purified delta FosB; percent of positive-control signal above neutral wells | activation, % at 25 µM | 340,000 compounds, 0.99% hits | AID 493131, 2011;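 active = mean activation above about 17%, with every replicate also reaching it, limit read from the data, passing the limit was not always enough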;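 note: fluorescence polarization rise as delta FosB binds a TAMRA Cdk5 AP-1 oligo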
# The depositor's hits bear a star; · = no result given.
# Value order – MITF TRPM1 HTS	CAL PDZ FP-1	SR-BI uptake up	Rtt109 Vps75	PvdQ acylase	PfHsp90 set2	dFosB act	NSD2 HMT inh	CAL PDZ FP-2	SR-BI HDL uptake
> CCOC(=O)c1cnc2c(ccc3ccccc32)c1NCCO
  11	-7	-59	-7	-5	3	-10	1	-2.6	59
> Cc1ccc(C(NC(=O)N2CCCCC2)=C(Cl)Cl)cc1F
  -27	-1	2	·	-14	17	-4	-1	-3.6	-2
> O=C(Cc1cccs1)NCCc1ccc(F)cc1
  2	-3	2	1	-22	2	1	1	-9.3	-2
> CN(C)c1ccc(/C=C/C(=O)c2ccccc2)cc1[N+](=O)[O-]
  33	-7	7	-2	-2	12	8	6	-0.5	-7
> CCOC(=O)N1CCN(C(=O)c2ccc3c(Cl)c4c(nc3c2)CCCC4)CC1
  -15	0	-10	-1	-1	-47	-8	5	-3.0	10
> CSc1nc(N)nc2c1ncn2CC(=O)NCc1ccc2c(c1)OCO2
  -2	-3	13	-1	3	9	20*	·	0.1	-13
> C=CCSc1cc(C)nc2c(-c3ccccc3)cnn12
  12	2	-19	5	5	-8	-2	-2	-0.7	19
> COc1cc2c(cc1NC(C)=O)CCCC2
  3	-2	-12	17	4	19	1	2	-1.2	12
> CC1CC(C)CN(CCOc2ccc(Cl)cc2Cl)C1 (stereo unspecified)
  25	-2	4	2	-12	-3	-4	·	-2.3	-4
> Cc1ccccc1C(=O)NC(=S)N(C)CCc1ccccn1
  3	-5	6	-6	-8	-4	6	0	14	-6

# Profiles as entered above.
# Record of CC1CC(C)CN(CCOc2ccc(Cl)cc2Cl)C1 (stereo unspecified) = MITF TRPM1 HTS: 25; CAL PDZ FP-1: -2; SR-BI uptake up: 4; Rtt109 Vps75: 2; PvdQ acylase: -12; PfHsp90 set2: -3; dFosB act: -4; NSD2 HMT inh: ·; CAL PDZ FP-2: -2.3; SR-BI HDL uptake: -4
# Record of COc1cc2c(cc1NC(C)=O)CCCC2 = MITF TRPM1 HTS: 3; CAL PDZ FP-1: -2; SR-BI uptake up: -12; Rtt109 Vps75: 17; PvdQ acylase: 4; PfHsp90 set2: 19; dFosB act: 1; NSD2 HMT inh: 2; CAL PDZ FP-2: -1.2; SR-BI HDL uptake: 12

# The list continues.
# Value order – MITF TRPM1 HTS	CAL PDZ FP-1	SR-BI uptake up	Rtt109 Vps75	PvdQ acylase	PfHsp90 set2	dFosB act	NSD2 HMT inh	CAL PDZ FP-2	SR-BI HDL uptake
> O=C1/C(=C/c2ccco2)CCC1C1CCCC1 (stereo unspecified)
  20	2	·	-6	-5	-13	-9	3	0.3	·
> CC12CCC(C(=O)N3CCCc4ccccc43)(CC1=O)C2(C)C (stereo unspecified)
  ·	·	40	11	-11	·	-3	1	-0.3	-40
> O=C(Nc1cnccn1)c1cccnc1
  -1	-8	36	-18	-10	·	5	11	-0.3	-36
> Clc1ccc(-c2nsc(N3CCOCC3)n2)c(Cl)c1
  37	62*	2	8	-21	14	-1	-11	-0.8	-2
> Cc1ccc(C2c3c(-c4ccccc4O)n[nH]c3C(=O)N2Cc2ccncc2)cc1 (stereo unspecified)
  -25	4	-16	3	-8	7	1	-6	-1.6	16
> COc1cc(/C=N/NC(=O)c2sc3ccccc3c2Cl)ccc1OC(=O)c1ccc([N+](=O)[O-])cc1
  18	2	-24	6	-23	-19	-2	-1	-0.3	24
> O=C(O)c1ccc(-n2nnnc2Oc2ccccc2C(=O)N2CCOCC2)cc1
  ·	4	35	3	-16	·	1	0	-0.4	-35
> CN1C(=O)CC(N2CCN(c3ccccn3)CC2)C1=O (stereo unspecified)
  -2	·	-5	-4	-7	21	0	-3	0.4	5
> Cc1cc(OCC(=O)NCc2cccnc2)c2c(C)cc(=O)oc2c1
  -11	-1	-12	6	0	3	-6	-2	-2.4	12
> Cc1ccc(CS(=O)(=O)c2ccc(C(=O)N3CCCCC3)cc2[N+](=O)[O-])cc1
  -5	2	6	1	-15	-31	1	-1	0.3	-6
> O=C(Nc1cccc(Cl)c1)Nc1ccccc1NS(=O)(=O)c1cccs1
  -11	-2	-24	·	-19	-1	-9	-15	-3.3	24
> O=S(=O)(Nc1ccc2c(c1)OCO2)c1ccc(F)c(F)c1
  3	·	4	1	-5	20	-6	-1	-0.7	-4
> CCC(C)c1ccc(NC(=O)Nc2cccnc2)cc1 (stereo unspecified)
  111*	-6	13	5	-11	-9	-11	0	-0.7	-13
> CN(CCc1ccccc1)c1ccc([N+](=O)[O-])cn1
  -6	-2	-28	-3	-15	9	10	7	-1.4	28
> CN(C)C(CNC(=O)c1ccccc1C(F)(F)F)c1ccco1 (stereo unspecified)
  -2	2	·	14	8	17	-7	6	-1.9	·
> CC(C)(C)NC(=O)C(c1ccccn1)N(C(=O)c1ccc2c(c1)OCCO2)C1CCCC1 (stereo unspecified)
  -4	-3	11	-6	-24	-17	-15	2	-0.7	-11
> CCCCN(CC)CCCNC(=O)c1cc2c(=O)n(CC)c3ccccc3c2s1
  -68	-4	-34	-5	2	1	-41	28	-4.6	34
> NC(=O)/C=C/C(=O)Nc1ccc(Cl)cc1
  -5	0	10	2	0	24	2	-4	-1.1	-10
> Cc1nn2c(NCCCN3CCOCC3)c3c(nc2c1-c1ccccc1)CCC3
  8	-3	-24	5	2	12	-12	-8	2.1	24
> Cc1c(C(=O)NCc2ccc(F)cc2)c(-c2ccccc2)nn1-c1ccccc1
  2	-1	-11	-9	-5	4	-5	-5	-2.5	11
> CC1CCCCC1NC(=S)NC(=O)c1cccs1 (stereo unspecified)
  -3	2	·	3	-3	-15	-13	·	-0.8	·
> CCCCNc1nc(CC)c2c(c1C#N)CCCC2
  -9	0	3	-11	-4	17	-2	-3	-0.3	-3
> CCCCOC(=O)C1=C(C)NC(=O)NC1c1cc2c(cc1Br)OCO2 (stereo unspecified)
  ·	-2	2	-8	-16	-1	-21	0	0.0	-2
> O=C(C1CCN(S(=O)(=O)c2ccc(Cl)cc2)CC1)N1CCCCCCC1
  -2	-4	28	0	-2	4	1	-2	-2.0	-28
> O=C(c1ccc(-n2nc(C(F)(F)F)c3c2CCCC3)cc1)N1CCOCC1
  5	-2	-79	14	5	13	-6	-2	-1.4	79*
> CCOC(=O)C1(Cc2cccc(OC)c2)CCCN(C(=O)c2cc(CC(C)C)[nH]n2)C1 (stereo unspecified)
  68	0	-1	1	-1	17	-4	-1	0.5	1
> Cc1ccccc1-c1cc2nc(C)c(C)c(=O)n2[nH]1
  ·	-6	21	-11	-6	-9	-5	-5	-1.8	-21
> COc1ccc(CNCC(O)(c2ccccc2)c2ccc(F)cc2)cc1OC (stereo unspecified)
  0	-3	7	-16	-12	-2	-1	15	-1.0	-7
> Cc1ccc(S(N)(=O)=O)cc1NC(=O)C1CC2CCC1C2 (stereo unspecified)
  -3	1	9	-6	-12	4	-8	·	-1.9	-9
> CCN(C(=O)CN1C(=O)/C(=C/c2ccccc2)SC1=S)C1CCS(=O)(=O)C1 (stereo unspecified)
  -5	72*	4	-2	-7	10	-5	0	0.4	-4
> CC(=O)OCCC(C)C
  3	-5	-2	-11	-17	28	-1	·	-0.6	2
> O=C(COC(=O)c1cc(S(=O)(=O)N2CCOCC2)ccc1Cl)NC1CC1
  -4	-7	-14	1	-6	9	10	17	-0.2	14
> CC(C)C(NC(=O)c1ccccc1)C(=O)NC1CCCc2ccccc21 (stereo unspecified)
  2	-8	-5	1	-13	20	-5	1	-0.2	5
> O=C(Oc1ccc(=O)n(-c2ccccc2)n1)c1ccc(F)cc1
  -10	·	-18	-1	-8	14	1	2	0.1	18
> Cn1c(CNC(=O)c2ccccc2F)nnc1SCc1ccc(F)cc1
  -7	0	15	2	0	-4	-4	0	-1.3	-15
> Cc1ccc(C2CC(c3cccs3)=NN2C(=O)CSc2nc(=O)n3cc(C)ccc3n2)cc1 (stereo unspecified)
  -5	-5	12	-5	-12	-22	-4	3	-6.0	-12
> Oc1ccc(Cl)cc1N=Nc1ccccc1
  ·	2	-7	-3	-11	7	10	13	-0.4	7
> CCOC(=O)c1c(NC(=O)C(F)(OC)C(F)(F)F)sc(C(=O)N2CCCCC2)c1C (stereo unspecified)
  -7	-6	-20	-4	-13	-35	-4	1	-0.8	20
> O=S(=O)(NC1CCCCCC1)c1cccc2cccnc12
  4	·	18	7	19	-1	-5	-1	-2.8	-18
> N#Cc1c2c(c(NCc3ccco3)n3c1nc1ccccc13)CCC2
  3	5	-19	-7	5	-1	1	1	·	19
> CCOC(=O)c1c(S(=O)(=O)NCC(=O)Nc2cc(C)ccc2C)c(C)n(C)c1C
  -1	-1	-12	1	-2	-7	-6	-3	-0.7	12
> Cc1cc(C)c(NC(=O)CNC(=O)c2ccccc2SCC(=O)N2CCCC2)c(C)c1
  8	-4	15	-1	0	-14	5	-2	-0.2	-15
> Cc1cc(C)n(-c2nc(NCC(C)O)c3c4c(sc3n2)COC(C)(C)C4)n1 (stereo unspecified)
  22	·	-7	8	-4	-1	-6	81*	-2.1	7
> O=C(/C=C/c1cccs1)Nc1ccc(N2CCOCC2)c(S(=O)(=O)Nc2ccccc2Cl)c1
  10	-7	-15	-6	-4	-3	-9	-2	-0.3	15
> CCOC(=O)CN1CC23C=CC(O2)C(C(=O)NC2CCCCCC2)C3C1=O (stereo unspecified)
  ·	0	11	2	-13	0	1	·	-0.8	-11
> Cc1cc(=O)[nH]c(SCC(=O)N2CCC(Cc3ccccc3)CC2)n1
  3	5	8	-5	-2	-19	-4	-1	-0.2	-8
> Cc1ccc(OCC(=O)Oc2ccccc2[N+](=O)[O-])cc1
  ·	·	4	6	15	-7	-5	5	0.4	-4
> O=C(NCC1CCCO1)c1ccc(Oc2ccc([N+](=O)[O-])cc2)cc1 (stereo unspecified)
  -15	-6	·	1	-9	-26	-2	-7	-1.3	·
> COc1ccc(C2CC(c3cccs3)=NN2C(=O)CSc2nncs2)cc1OC (stereo unspecified)
  10	-7	-22	1	-1	-28	-9	-1	-0.8	22
> N#CCCN(CCC#N)C(=S)NC1CC2C=CC1C2 (stereo unspecified)
  ·	6	13	-19	-7	2	1	-2	-0.4	-13
> Cc1ccc2c(c1)-c1c(cnn1CC(=O)O)CO2
  -6	-3	14	-18	-10	·	0	·	-0.5	-14
> COc1ccc(C(C)=O)cc1COc1cccc2c1OC(C)(C)C2
  -12	-2	-9	6	-16	-11	-1	·	-1.7	9
